Source: PubChem (National Center for Advancing Translational Sciences (NCATS))
DT40 TDP1 CPT = growth inhibition of DT40 Tdp1-/-;hTDP1 cells with camptothecin (screen for TDP1 inhibitors); chicken DT40 Tdp1-/-;hTDP1 cells + 20 nM CPT, ATP luminescence, 48 h; Potency, µM (top dose mostly 46.2 µM), without a hit: top-dose activity change, negative = growth inhibition, hits mostly inhibitors; hit rate 12% among 420,000; further: nearly all actives have a fitted effect of over 55% in size
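Chicken DT40 Tdp1-/- cells stably complemented with human TDP1 were seeded at 400 cells/well in medium containing 20 nM camptothecin, exposed to pin-transferred compounds, and grown at 37 °C for at least 48 hr. Viability was read as ATP luminescence.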
FEN1 inhibitor = human FEN1 inhibition | P39748 | Recombinant FEN1 flap cleavage, fluorescence, 15 min | Potency, µM (series often up to 114 µM), inactives show top-dose activity change, negative = inhibition, hits mostly inhibitors | hit rate 0.35% among 390,000; further: nearly all actives have a fitted effect of over 65% in size
Target sequence (P39748 whole entry, looked up): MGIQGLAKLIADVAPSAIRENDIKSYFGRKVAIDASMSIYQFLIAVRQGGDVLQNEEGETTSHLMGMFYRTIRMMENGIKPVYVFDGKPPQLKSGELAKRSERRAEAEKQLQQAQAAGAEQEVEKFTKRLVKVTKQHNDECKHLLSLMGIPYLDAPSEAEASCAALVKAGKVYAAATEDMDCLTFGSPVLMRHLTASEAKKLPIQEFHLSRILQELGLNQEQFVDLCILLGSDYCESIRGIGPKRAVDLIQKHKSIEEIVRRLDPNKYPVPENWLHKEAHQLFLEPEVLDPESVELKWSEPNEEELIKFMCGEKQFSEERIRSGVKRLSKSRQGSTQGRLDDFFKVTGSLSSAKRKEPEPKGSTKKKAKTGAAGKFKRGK
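Read-out was taken twice, immediately and after 15 min, following addition of 50 nM substrate to 10 nM FEN1 that had sat with test compound for 15 min at room temperature. Curves came from a four-parameter Hill model.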
N370S GC mod = inhibits or activates N370S mutant glucocerebrosidase. P04062. N370S GC spleen homogenate, 4MU-glucoside fluorescence. Potency, µM (top dose mostly 59.4 µM), for inactives: at the top dose activity change, negative = inhibition, hits mostly inhibitors. hit rate 0.092% among 330,000. AID 2101;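 further: 0% = full enzyme activity and -100% = no enzyme basal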
Starred values were filed as active, the others as inactive; ? = inconclusive; nt = not tested or not shown; & = joins results of further samples. The call rests on the fitted dose curve; in most records, active means well fitted curve in the direction sought with a large enough effect; inconclusive means small, poorly fitted or top-dose-only effect, or another doubt; inactive means no such curve, though single readings can be large; an effect the other way counts as inactive or inconclusive. Unless noted, on the % scale 0 is the no-effect control and ±100 the full control effect; potency means the concentration at half of the fitted maximal effect.

molecule	FEN1 inhibitor	N370S GC mod	DT40 TDP1 CPT
CN(C)C(CNC(=O)c1cc(S(=O)(=O)N(C)Cc2ccccc2)ccc1Cl)c1ccco1 (stereo unspecified)	-9.3%	-3.9%	11.6µM*
COc1ccc(/C=C/c2nc(S(=O)(=O)c3ccccc3)c(N(C)C)o2)cc1OC	-21.7%	-13.4%	?
COC(=O)c1cn(C(=O)c2cc(C)cc(C)c2)c2ccccc12	-0.5%	3.8%	?
O=C(O)CN1C(=O)/C(=C2\SC(=S)N(C(Cc3ccccc3)C(=O)O)C2=O)c2ccccc21 (stereo unspecified)	-7.5%	-8.7%	-7.2%
CCNC(=O)Nc1ccc(OC)cc1OC	18.8%	4.0%	10.9%
CN(CC1CCCN(CCc2ccc(F)cc2)C1)C(=O)CCC(F)(F)F (stereo unspecified)	-6.4%	-4.2%	-14.4%
O=C(c1c(O)c2ccc(Cl)cc2[nH]c1=O)C1CC1	nt	17.0%&3.8%	8.5%&2.6%
O=C(CSc1ccccc1C(=O)O)NC1CCCCCC1	-0.9%	-14.7%	6.9%
Cc1ccc(C)c(Cn2c(CN(C)Cc3ccccc3)nc3c2c(=O)n(C)c(=O)n3C)c1	-3.9%	6.7%	18.4µM*
Cc1ccc(SCCNC(=S)Nc2ccc(C)cc2C)cc1	5.3%	14.5%	0.7%
Cc1ccc(S(=O)(=O)N2CCN(C(=O)CSc3nnc(-c4ccco4)o3)CC2)cc1	1.4%	8.0%	?
CCOc1ccc(NS(=O)(=O)c2ccc(C(=O)NCC(c3ccco3)N(C)C)cc2)cc1 (stereo unspecified)	-0.1%	-26.9%	?
Cc1c(N)cccc1-c1nc2ccccc2[nH]1	-2.2%	25.8%	-18.3%
FC(F)(F)c1cccc(NC(=S)N2CCCC2)c1	4.9%	-9.4%	8.5%
O=C(Cc1cccs1)NCCSc1c(-c2ccc(Cl)cc2)[nH]c2ccccc12	-15.4%	-17.7%	18.4µM*
CCC/C=C(\CCC)C(NC(=O)Cc1ccccc1)c1ccc(C(=O)OC)cc1 (stereo unspecified)	-20.8%	9.3%&-3.6%	18.4µM*
O=C(c1nnc(Cc2ccc(Cl)cc2)o1)N1CCc2ccccc2C1	2.0%	0.5%	?
COc1ccc(-c2nc3ccc([N+](=O)[O-])cc3[nH]2)cc1	-31.9%	8.8%	?
O=C(CSc1nc2ccccc2n1Cc1cccc(F)c1)N1CCN(c2ccc(F)cc2)CC1	-1.3%	nt	?
O=C(NCCCn1ccnc1)C(=O)c1c[nH]c2ccccc12	-0.5%	-4.6%	-2.8%
Cc1ccc(S(=O)(=O)c2c(COC(=O)c3ccccc3Cl)c(-c3ccccc3)nn2C)cc1	-6.0%	-2.0%	?
Cc1onc(-c2c(Cl)cccc2Cl)c1C(=O)c1c[nH]c(C(=O)NCCCN2CCOCC2)c1	-14.1%	-8.4%	-27.3%
CCSc1ccc(-c2cccc([N+](=O)[O-])c2)nn1	1.4%	3.5%	11.9%
CC(C)(C)C(=O)Oc1ccc2cc(-c3ccc4ccccc4n3)c(=O)oc2c1	-1.2%	-13.9%	-17.6%

5 consecutive entries already listed:
molecule	FEN1 inhibitor	N370S GC mod	DT40 TDP1 CPT
O=C(NCCCn1ccnc1)C(=O)c1c[nH]c2ccccc12	-0.5%	-4.6%	-2.8%
Cc1ccc(S(=O)(=O)c2c(COC(=O)c3ccccc3Cl)c(-c3ccccc3)nn2C)cc1	-6.0%	-2.0%	?
Cc1onc(-c2c(Cl)cccc2Cl)c1C(=O)c1c[nH]c(C(=O)NCCCN2CCOCC2)c1	-14.1%	-8.4%	-27.3%
CCSc1ccc(-c2cccc([N+](=O)[O-])c2)nn1	1.4%	3.5%	11.9%
CC(C)(C)C(=O)Oc1ccc2cc(-c3ccc4ccccc4n3)c(=O)oc2c1	-1.2%	-13.9%	-17.6%

Remaining list, next part.
molecule	FEN1 inhibitor	N370S GC mod	DT40 TDP1 CPT
CC(C)c1cnc2c(c1SCC(=O)NC(C)(C)C)c(=O)n(C)c(=O)n2C	-13.2%	nt	4.5%
Cc1ccc(S(=O)(=O)Nc2ccc(N(C)C)cc2)cc1	-1.4%	0.9%	-24.4%
CC(C)N(C(=O)Cn1cc(S(=O)(=O)CC(=O)Nc2ccccc2)c2ccccc21)C(C)C	-5.6%	4.3%	?
COc1ccccc1NC(=O)CCN1C(=O)c2ccccc2C1=O	5.4%	6.7%	3.0%
CC(C)(C)SCCNC(=O)/C=C/c1ccccc1	-1.2%	4.7%	1.1%
Cc1ccc(-c2nc3c4ccccc4n(CC(=O)NCc4ccc(F)cc4)c(=O)n3n2)cc1	-3.1%	nt	12.5%
CN1CCc2c(n(CC(O)CN3C(=O)c4ccccc4S3(=O)=O)c3ccccc23)C1=O (stereo unspecified)	-9.8%	1.4%	5.1%
CCOc1cc(CN2CCc3c([nH]c4ccccc34)C2)ccc1OC	-0.9%	-5.0%	?
CCCCOc1ccc(C(=O)NCC(=O)NCCOc2ccc(C)cc2)cc1	14.5%	nt	-12.8%
CCn1cc(C(=O)N[C@@H](C)C(=O)NCCO)c(=O)c2cc3c(cc21)OCO3	11.4%	-23.9%	9.7%
COc1ccc(Cl)cc1NC(=O)c1cnc2n(c1=O)CCS2	-8.0%	13.4%	11.7%
Cc1ccc(/C=C/C(=O)NCCc2cccc(Cl)c2)o1	1.0%	-3.1%	10.3µM*
CC1CCCN(S(=O)(=O)c2ccc(Cl)s2)C1 (stereo unspecified)	-3.3%	1.4%	-20.1%
OC(CNCc1cccc(Br)c1)c1ccccc1 (stereo unspecified)	14.4%	11.3%	?
COC(CNC(=O)c1ccc2nc(-c3cccs3)c(-c3cccs3)nc2c1)OC	-5.5%	2.7%	18.4µM*
CC(C)C(NS(=O)(=O)c1cc(C(=O)O)ccc1Cl)C(=O)O (stereo unspecified)	-4.6%	3.7%	-2.2%
Cc1ccc(OCC(=O)Nc2cc(-c3nc4cc(Cl)ccc4o3)ccc2C)c(C)c1	10.4%	nt	-24.4%
Cc1ccccc1NS(=O)(=O)c1ccc2[nH]cc(C(=O)NCCCN3CCOCC3)c(=O)c2c1	-0.7%	15.2%	-15.2%
COc1ccc(/C=N/NC(=O)CNc2c(Br)cc(C)cc2Br)c(C(=O)O)c1OC	6.5%	3.1%	7.3%
COc1ccc(NC2=C(C(C)=O)C(c3ccc(N(C)C)cc3)C(C(C)=O)C(C)(O)C2)cc1 (stereo unspecified)	0.5%	-0.1%	-27.4%
O=C1CCCC2=C1Sc1ccc(Cl)cc1N2	-20.1%	-1.6%	-24.8%
Cc1ccc(S(=O)(=O)N2CCCCC2)cc1NC(=O)CSc1nc(N)cc(=O)[nH]1	-4.9%	nt	2.2%
CCOC(=O)N1CCN(Cc2c(NC(=O)c3ccco3)sc(C)c2C)CC1	-5.1%	-13.3%	-13.7%
COc1cccc(Nc2ncc3nc(-c4cn(C)c5ccccc45)c(=O)n(CCC#N)c3n2)c1	nt	14.5%	-34.2%
O=C(NCc1ccncc1)Nc1ccc(F)cc1	-0.8%	3.3%	-0.1%
COCCNC(=O)C(c1ccc(C)cc1)N(C(=O)C(=O)NC1CCCC1)c1ccc2c(c1)OCCO2 (stereo unspecified)	-4.2%	9.0%	-7.3%
CN(CC(=O)Nc1sccc1C#N)C1CCCCC1	-17.5%	4.1%	-3.2%
N#C/C(=C(/O)COC(=O)c1ccc(C#N)cc1)c1nc2ccccc2s1	-17.0%	3.5%	?
COCCNC(=O)c1c(N)n(/N=C/c2cccs2)c2nc3ccccc3nc12	-2.4%	-9.5%	?
COc1ccc(NC(=O)c2ccc(-n3cccn3)nc2)cc1	-1.5%	10.6%	-6.3%
COc1ccc(N=Nc2ccc3ccccc3c2)c(O)c1	-1.9%	4.1%	-11.7%
CN(C)CCCNC(=S)N(CCO)Cc1cc2cc3c(cc2[nH]c1=O)OCO3	6.6%	?	-9.7%
COc1cccc(S(=O)(=O)NCc2ccc(C(=O)NCc3ccco3)cc2)c1	-6.9%	1.6%	-15.3%
COC(=O)c1cn(NC(=O)COc2ccc(Cl)cc2)c(=O)c2ccccc12	-5.3%	0.2%	-0.4%
Cc1ccc2cc(S(=O)(=O)NCCCN3CCOCC3)ccc2c1	-6.6%	-21.6%	-19.6%
O=C(NCCCO)c1nc2ccccc2s1	12.5%	-5.5%	-18.5%
O=C(CSc1nc(=O)n(Cc2ccco2)c2c1CCC2)NCc1ccccc1Cl	-3.4%	nt	-1.7%
Cc1ccnc2nc(C(=O)OCC(=O)NCCc3ccc(Cl)cc3)nn12	-3.2%	4.9%	6.1%
c1ccc(-c2noc(CN3CCN(c4ccccc4)CC3)n2)cc1	9.3%	6.4%	-19.7%
C#CC(C)OC(=O)C(C)NC(=O)c1ccccc1 (stereo unspecified)	17.8%	-2.8%&-2.4%	-15.6%
O=C(Nc1cccnc1)c1ccccc1Oc1ccccc1	-1.4%	9.3%	-17.5%
CC(C)CCNC(=O)C1CCN(c2nc3ccccc3o2)CC1	3.2%	3.2%	?
CC(C(=O)O)N1C(=O)C2C3c4ccccc4C(c4ccccc43)[C@@H]2C1=O (stereo partly specified)	14.5%	-0.1%	-4.2%
COc1ccc(C2(C(=O)Nc3ccc(S(=O)(=O)Nc4nc(C)cc(C)n4)cc3)CCCC2)cc1OC	-4.0%	0.9%	-11.9%
COc1cc(NS(=O)(=O)c2ccc(C)cc2C)cc(OC)c1OC	0.9%	18.8%	6.51µM*
CCOc1ccccc1NC(=S)N1CCC(NC(=O)c2ccco2)CC1	-5.5%	5.9%	0.6%
COc1ccc(OC)c(CCNC(=O)c2nc(-c3ccc(Cl)cc3)n3c2CCCCC3)c1	3.8%	nt	10.3µM*
COc1ccccc1CCC(=O)Nc1ccc(OC)c(S(=O)(=O)N2CCOCC2)c1	6.9%	nt	-8.9%
O=C(COc1ccc(/C=N/NC(=O)c2cc3ccccc3o2)cc1Br)Nc1ccccc1	?	12.4%	18.4µM*
CCOc1ccc(NC(=S)Nc2cc(OC)c(Cl)cc2OC)cc1	-1.8%	12.2%	14.6µM*
CCc1ccc(OCC(=O)N2c3ccccc3CCc3ccccc32)cc1	-16.4%	19.6%	?
CCOC(=O)Cc1c(C)nc2c(-c3ccc(OC)cc3)c(C)nn2c1C	-1.4%	2.1%	?
CC(C)(C)n1nnnc1C(c1ccccn1)N(Cc1ccccc1)Cc1ccc(Cl)cc1 (stereo unspecified)	-6.8%	5.3%	?
COc1cccc(CN(C)CC(=O)Nc2ccccc2C(=O)Nc2ccccc2)c1	-19.4%	-0.8%	-27.1%
Cc1ccc(N2C(=O)CC(n3nc(C)cc3C)C2=O)cc1 (stereo unspecified)	6.7%	5.6%	-9.1%
Cc1ccc(NC(=O)c2c(C)oc3nc(C)nc(N4CCCC4)c23)c(C)c1	0.6%	nt	-2.1%

Part of the list above with just DT40 TDP1 CPT.
| molecule | DT40 TDP1 CPT |
| --- | --- |
| CCc1ccc(OCC(=O)N2c3ccccc3CCc3ccccc32)cc1 | ? |
| COc1cccc(CN(C)CC(=O)Nc2ccccc2C(=O)Nc2ccccc2)c1 | -27.1% |

Next entries follow:
molecule	FEN1 inhibitor	N370S GC mod	DT40 TDP1 CPT
Cc1ccc(C)c(C(=O)CSc2nnnn2C(C)C)c1	-8.2%	2.2%	-5.3%
Cc1ccc(S(=O)(=O)NCC(C)NS(=O)(=O)c2ccc(C)cc2)cc1 (stereo unspecified)	8.6%	2.2%	-22.7%
COCCNc1nc(-c2ccoc2)nc2ccccc12	nt	-4.9%	?
CC(C)OC(=O)CC1C(=O)NCCN1C(=S)NC(=O)c1cccs1 (stereo unspecified)	-5.2%	-21.2%	10.2%
CCn1c(=O)c2c(nc3n2CCN3c2ccccc2)n(C)c1=O	5.9%	4.4%	?
Cc1n[nH]c(=O)c2c(NC(=O)COC(=O)c3ncc(Cl)c(Cl)c3Cl)oc(C)c12	-4.8%	-8.1%	5.5%
COc1ccc(-c2noc(CCC(=O)N3CCN(c4ccccc4C(F)(F)F)CC3)n2)cc1	-19.1%	nt	19.0%
O=c1c2ccccc2[nH]c(=S)n1CCN1CCCC1	15.5%	16.2%	23.6%
O=C(CCOc1ccccc1)NNC(=O)c1ccccc1	-0.6%	nt	-25.6%
CC(OC(=O)Cc1c[nH]c2ccccc12)C(=O)c1ccccc1 (stereo unspecified)	-32.7%	nt	10.7%

Some of the compounds tested; rates above refer to the full screens.
